# Bioassay records deposited in PubChem by National Center for Advancing Translational Sciences (NCATS).
# UDG counter = UDG inhibition counter-screen | Potency, µM (series often up to 115 µM), without a hit: at the top dose activity change, negative = inhibition, hits mostly inhibitors | 91,000 tested, 0.14% active | FRET deamination/UDG coupled assay, UDG read, 4 h | AID 1347430; note: nearly all actives have a fitted effect of over 65% in size
# AID inhibitor = inhibitors of human activation induced cytidine deaminase; 91,000 tested, 0.32% active; Potency, µM (series often up to 115 µM), for the others: at the top dose activity change, negative = inhibition, actives largely listed as inhibitors; Q9GZX7; AID deamination FRET fluorescence, UDG-coupled, 4 h; AID 1347428; note: nearly all actives have a fitted effect of over 25% in size
# Target sequence (Q9GZX7 whole entry, looked up): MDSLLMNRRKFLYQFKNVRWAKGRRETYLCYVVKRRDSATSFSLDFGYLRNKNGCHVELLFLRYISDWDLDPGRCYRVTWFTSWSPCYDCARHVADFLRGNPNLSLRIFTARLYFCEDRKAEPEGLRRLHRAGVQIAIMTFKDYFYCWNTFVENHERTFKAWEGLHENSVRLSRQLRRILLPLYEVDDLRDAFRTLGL
# Active calls of the source: *; u = inconclusive; & = joins results of further samples; [ ] = remark or other dose. Calls come from the whole dose curve; as a rule, active = well fitted curve in the direction sought with a large enough effect; inconclusive = small, poorly fitted or top-dose-only effect, or another doubt; inactive = no such curve, though single readings can be large; an effect the other way counts as inactive or inconclusive. % is set by controls: 0 for no effect and ±100 for the full control effect; potency is the fitted concentration of half-maximal effect. Only part of the results is shown; count on the stated rates, not on these rows.
entry	Structure	UDG counter	AID inhibitor
1	Nc1ccc(Cl)cc1/C(=N/Nc1ccccc1)c1ccccc1	-8%	-4%
2	CCCNC(=O)NC(=O)CN(C)Cc1ccccc1Br	2%	-5%
3	N#Cc1cnc2ncnn2c1N	4%	-2%
4	Cc1cc2nc(-c3cccc(NC(=O)COc4ccc(C(C)C)cc4)c3)oc2cc1C	4%	9%
5	CCOc1ccc(OCC(=O)Nc2ccc3oc(C)nc3c2)cc1	-9%	-9%
6	CCN(CC)c1ccc(NC(=O)CSc2nc(-c3cccs3)cc(C(F)(F)F)n2)cc1	4%	27%
7	CCc1cc(C(=O)NC(C)c2ccccc2)no1 (stereo not given)	-8%[57.5 µM]	-12%[57.5 µM]
8	COC(=O)CSc1nnc2n(-c3ccccc3)c(=O)c3c4c(sc3n12)COC(C(C)C)C4 (stereo not given)	12%	35%[activator]
9	O=C(NCc1cccnc1)C(=O)NCC(c1cccnc1)N1CCN(c2ccccc2F)CC1 (stereo not given)	-6%&-5%	3%&-18%
10	Cc1cc(C(=O)O)c2c(C(C)C)nn(-c3ccc(F)cc3)c2n1	1%	-4%
11	CC(Nc1sc(S(C)(=O)=O)nc1S(=O)(=O)c1ccc(Cl)cc1)c1ccccc1 (stereo not given)	-7%	-5%
12	O=C(NCCSCc1ccccc1)C1CCN(S(=O)(=O)Cc2ccccc2)CC1	1%	16%
13	CC(C(=O)NC(=O)NC12CC3CC(CC(C3)C1)C2)N1CCN(c2oc(-c3ccco3)nc2C#N)CC1 (stereo not given)	-7%	-10%
14	Cc1nc(SCc2noc(-c3ccccc3O)n2)n(C2CC2)c1C	2%	-9%
15	COc1cccc(-c2cn3ncsc3n2)c1	4%	u
16	COc1cccc(CNC(=O)c2cc3ccc4cccnc4c3[nH]2)c1	6%	4%
17	Cc1ccc(NC(=O)CSc2nc3nccnc3c(=O)n2CCc2c[nH]c3ccccc23)cc1	-10%	18%
18	O=C(Nc1ccc(-c2nc3cc(Cl)ccc3o2)cc1)c1cc2ccccc2o1	4%[57.5 µM]	42%[activator][57.5 µM]
19	O=c1[nH]c2ccc(Br)cc2c(-c2ccccc2)c1CN1CCCCC1	u	u
20	NC(=O)NNC(=S)Nc1ccc(Cl)cc1Cl	7%	4%
21	Nc1c(C(=O)O)cccc1[N+](=O)[O-]	-1%	3%
22	CCc1ccc2oc(C(=O)N(Cc3cccc(Cl)c3)Cc3ccco3)c(C)c2c1	-17%	-25%
23	Cc1ccc(-n2nnc3c(sc4nc(C)c(C)cc43)c2=O)cc1Cl	10%	-4%
24	Cc1nc2nc(NCc3ccc(Cl)cc3)[nH]n2c(=O)c1CCC(=O)Nc1cccc2ccccc12	-2%	4%
25	Cc1ccc(-c2c(N3CCCC3)n[nH]c2C2CC2)cc1	-2%	-11%
26	O=C(Nc1cccc(C(=O)OCc2cc(=O)n3c4c(sc3n2)CCCC4)c1)c1cccc(Cl)c1	-6%	4%
27	CCc1ccc(C2c3c(-c4cc(C)ccc4O)n[nH]c3C(=O)N2Cc2cccnc2)cc1 (stereo not given)	-17%	-26%
28	CCOC(=O)C1CCCN(C(=O)c2cccc(NC(=O)c3nsc4ccccc34)c2)C1 (stereo not given)	4%	u
29	COc1ccc(-c2nc3sc(CCNS(=O)(=O)c4ccccc4)c(C)n3n2)cc1	-4%	-18%
30	O=c1c(=O)n(-c2cccc(Cl)c2)ccn1Cc1cccc(F)c1	5%[57.5 µM]	13%

# Entries of single compounds, quoted from the list. Screens in order: UDG counter | AID inhibitor
# Cc1ccc(-n2nnc3c(sc4nc(C)c(C)cc43)c2=O)cc1Cl across the screens: 10% | -4%
# Cc1ccc(-c2c(N3CCCC3)n[nH]c2C2CC2)cc1 across the screens: -2% | -11%

# Of the compounds above, these have an aryl methoxy group.
entry	Structure	UDG counter	AID inhibitor
15	COc1cccc(-c2cn3ncsc3n2)c1	4%	u
16	COc1cccc(CNC(=O)c2cc3ccc4cccnc4c3[nH]2)c1	6%	4%
29	COc1ccc(-c2nc3sc(CCNS(=O)(=O)c4ccccc4)c(C)n3n2)cc1	-4%	-18%

# Continued.
entry	Structure	UDG counter	AID inhibitor
31	Cc1ccsc1CNC(=O)c1ccccn1	-5%	-11%
32	Cn1ncc2c(SCc3nc4ccccc4n3C(F)F)ncnc21	3%	-13%
33	CCOC(=O)c1cccc(NC(=O)NC2COc3ccccc3C2)c1 (stereo not given)	49%[activator]	12%
34	NC(CO)c1ccc2ccccc2c1 (stereo not given)	0%	16%
35	CCOc1ccc(NC(=O)CSc2nnc3scc(-c4ccccc4)n23)cc1	-7%	0%
36	CCc1ccccc1N/C=C(\C#N)c1nc(-c2ccc(C)c(C)c2)cs1	7%	-4%
37	CCSc1ncc(Cl)c(C(=O)Nc2cccc(Cl)c2)n1	-8%	9%
38	Clc1ccc(-c2nc3ncccn3c2Nc2ccc3c(c2)OCCO3)cc1	-5%	2%
39	CCCOC(=O)c1cc(NC(=O)c2cc(Cl)c(OC)c(Cl)c2)ccc1N1CCOCC1	-20%	-27%
40	Cc1nn(Cc2ccc(Cl)cc2)c2sc(C(=O)N3CCN(CC(=O)N4CCCC4)CC3)cc12	-7%	0%
41	CCOc1cc(/C=C2/NC(=O)NC2=O)cc(I)c1OCc1ccc(F)cc1	2%	3%
42	Cc1cc(Cl)ccc1OCc1nc(-c2ccc(-n3cccc3)cc2)no1	-17%[57.5 µM]	19%[57.5 µM]
43	Cc1cc(C)cc(OC(=O)c2cc(-c3ccc(Cl)cc3)on2)c1	11%	-3%
44	CCn1c(=O)c(=O)n(CC)c2cc(N3CCCCC3)c(NC(=O)c3ccc(Cl)cc3)cc21	9%&-7%	7%&35%
45	CCOC(=O)c1cc2c(=O)n3ccccc3nc2n(CCCOC)c1=NC(=O)c1c(-c2c(F)cccc2Cl)noc1C	11%	17%
46	O=C(O)CCC(=O)OCCc1ccccc1	-2%	0%
47	COc1cccc2cc(-c3csc(Nc4ccc(O)cc4)n3)c(=O)oc12	0%	0%
48	N#Cc1ccc(C(=O)NCc2ccc3c(c2)CCN3C(=O)c2ccc(F)cc2)cc1	-1%	-3%
49	CCOc1ccc(-c2nc(CNC(=O)NC3CCCCC3)c(C)o2)cc1	16%	-1%
50	CCc1ccc(S(=O)(=O)Nc2cccc(-c3ccc(N4CCC(C)CC4)nn3)c2)s1	8%	6%
51	CCC(NC(=O)c1csc(C)c1-c1ccccc1)c1ccc(C(C)C)cc1 (stereo not given)	4%	-8%
52	CCc1cc(C(c2ccc(F)cc2)N2CCN(CC)CC2)c(NC(=O)c2ccco2)s1 (stereo not given)	-2%	-9%
53	CCc1ccccc1NC(=O)CN(C)C(=O)c1cc(=O)c2cc(C)ccc2o1	-1%	-5%
54	CC(C)n1ncc2cc(C(=O)NCc3ccccc3OC(F)F)cnc21	2%	4%
55	O=C(Nc1c(C(=O)Nc2ccc(F)cc2)oc2ccccc12)c1ccccc1F	2%	2%
56	Cc1ccc(NC(=O)C(=O)NCCc2csc3nc(-c4ccccc4C)nn23)cc1Cl	1%&5%	3%&13%
57	Cc1ccc(-n2c(=O)c3c(c4cc(C)ccc4n3C)n(CC(=O)Nc3ccc(F)cc3)c2=O)cc1	-5%	8%
58	CC(CCc1ccccc1)NC(=O)COC(=O)c1ccc2c(c1)NC(=O)CS2 (stereo not given)	9%	-8%
59	O=C1CC(c2cccc(O)c2)c2cc3c(cc2N1)OCO3 (stereo not given)	3%	-1%
60	CCCc1nn2cc(-c3ccc(C)c(C)c3)nc2s1	-11%	-3%
61	CCN(Cc1cccs1)C(=O)NC(C)c1cccc(Br)c1 (stereo not given)	3%	-4%
62	Cc1ccc(C(C)C)c(OCC(=O)N2CCN(c3ncccn3)CC2)c1	-4%	-9%
63	COc1cc(NC(=O)CSc2nc3nc(C)c(Cc4ccc(C)cc4)c(C)n3n2)cc(OC)c1OC	56%[activator]	u
64	CCOC(=O)N1CCN(CC(=O)Nc2oc3ccccc3c(=O)c2-c2ccc(F)cc2)CC1	-10%	-3%
65	C/C(=C\c1ccccc1)C(=O)Nc1ccccc1C(C)C	6%	-5%
66	Cn1c(=O)c2c(nc(Br)n2Cc2ccc(Cl)cc2)n(C)c1=O	-12%	-11%
67	c1ccc(OCCNCC2CCCO2)cc1 (stereo not given)	-12%	11%
68	COC(=O)C1=CN(C(C)C)C=C(C(=O)OC)C1c1ccc(C)s1	5%	-2%
69	CC1=C(C(=O)Nc2ccccc2)C(c2cccnc2)n2nc(SCc3ccccc3Cl)nc2N1 (stereo not given)	-10%	22%
70	O=C(CSc1nc2nccnc2c(=O)n1CCc1ccccc1)Nc1ccccc1	-3%	-22%
71	Cc1ccccc1NC(=S)NNC=O	8%	2%
72	Cc1cccc(-c2nnn3c2nc(NCCC(C)C)c2ccccc23)c1	-8%	u
73	CCOC(=O)c1cccc(NC(=O)c2ccc(-n3cnc(NC(C)=O)c3)cc2)c1	14%	-10%
74	CCOCN(C(=O)Cn1cnc2cc(C)c(C)cc21)c1c(C)cccc1CC	5%[57.5 µM]	-19%
75	CCCCOc1cccc(C(=O)N2CCN(CCc3ccncc3)CC2)c1	5%	12%
76	CC1CCC(NC(=O)/C=C/c2ccc(C(=O)NC3CC3)cc2)CC1 (stereo not given)	-4%	-2%
77	C/C=C/Cn1c(=O)c2c(nc(-n3nc(C)cc3C)n2CC)n(C)c1=O	-7%	-19%
78	CCCSc1nc2c(c(=O)[nH]c(=O)n2C)n1CC(O)COc1ccc(Cl)cc1 (stereo not given)	13%	-4%
79	COc1ccc(NC(=O)C2CCC(CNS(=O)(=O)c3ccc(Br)s3)CC2)c(OC)c1 (stereo not given)	-15%[57.5 µM]	5%
80	COc1ccccc1N1CCN(CCC(=O)Nc2cccc(F)c2)CC1	-9%	14%
81	O=C(CSc1nc2c([nH]c3ccccc32)c(=O)n1-c1ccc(Cl)cc1)NCc1ccccc1	3%	0%
82	Cc1cccc(/C=C(/C#N)c2nc(-c3ccncc3)cs2)c1	-11%	-17%
83	Fc1ccc(N2CCN(c3ncnc4c3nc3n4CCCCC3)CC2)cc1	-13%	9%
84	CC1CCCCN1CCCNC(=O)c1cc(Sc2ccc(Cl)cc2)nc2ccccc12 (stereo not given)	-6%	-18%
85	CC1CCCN(C(=O)CCc2c[nH]c3ccccc23)C1 (stereo not given)	-2%	2%
86	COC(=O)c1ccc2c(c1)N(CC(=O)Nc1ccc(OC)c(Cl)c1)C(=O)c1ccccc1S2	2%	63%[activator]
87	COc1ccc(C2C=C(c3ccccc3)Nc3nc(NC(=O)/C=C/c4ccc(F)cc4)nn32)cc1 (stereo not given)	2%	-21%
88	Cc1nn(C)cc1S(=O)(=O)N1CCN(Cc2cccc(Br)c2)CC1	-7%	-9%
89	CCC(=O)N1CCc2cc(Br)cc(S(=O)(=O)N3CCCC(C(=O)Nc4ccc(C)c(F)c4)C3)c21 (stereo not given)	-20%	-12%
90	OC(COCCOCCOCCOCc1ccccc1)C(O)COCCOCCOCCOCc1ccccc1 (stereo not given)	1%	4%

# The list goes on:
entry	Structure	UDG counter	AID inhibitor
91	C#CC[N+](CC)(CC)CC#Cc1ccccc1	6%	0%
92	O=C(NCc1ccccc1Cl)C1CCCN(c2ncnc3onc(-c4ccc(F)cc4)c23)C1 (stereo not given)	-1%	0%
93	O=C(NCCc1ccccc1)c1cc(Sc2cccc(Cl)c2)nc2ccccc12	-12%	2%
94	C=CCNC(=S)Nc1cccc(Cl)c1	5%	-2%
95	COc1cc(NC(=O)CSc2ccc(-c3sc(-c4ccccc4)nc3C)nn2)cc(OC)c1	10%	-3%
96	COC(=O)CN1C(=O)CSc2ccc(S(=O)(=O)Nc3cccc(Cl)c3)cc21	7%	-2%
97	CCc1ccccc1OC(C(=O)O)c1ccccc1 (stereo not given)	6%	14%
98	CC(C)OCCCNC(=O)c1cn(C)c2ccc(S(=O)(=O)N(C)C3CCCCC3)cc2c1=O	-7%[57.5 µM]	-16%[57.5 µM]
99	CCn1cc(C(=O)N(C)c2ccc(C(C)C)cc2)c2cc(OC)c(OC)cc2c1=O	-16%	12%
100	COc1ccccc1NC(=O)c1ccc(CN2C(=O)C(C)=C(c3ccc(C)c(C)c3)S2(=O)=O)cc1	51%[activator]	-3%
101	COc1ccc(Nc2ncnc3c2nc2n3CCCC2)cc1Cl	-4%	5%
102	Cc1coc2c1c(C)cc1o/c(=N/O)c3c(c12)CCC3	-7%	-7%
103	CC(C)(C)c1ccc2cc(C(=O)O)[nH]c2c1	8%	4%
104	CCOC(=O)C1=C(CN(CC)Cc2ccccc2)NC(=O)NC1c1ccc(OC)cc1 (stereo not given)	-8%	-22%
105	Cc1ccc(C)c(-c2csc(N)c2C#N)c1	2%	-10%
106	CCC(C)(C)C(=O)NCc1ccc(OC)cc1	-7%	-5%
107	CCc1cc(CC)n(-c2nc3c(c(=O)n(Cc4ccc(F)cc4)c(=O)n3C)n2C)n1	2%	-2%
108	Cc1ccc(N2C(=O)C(CC(=O)Nc3cccc(F)c3)N(CCc3ccccc3F)C2=O)cc1 (stereo not given)	-9%	-10%
109	CC(C)c1ncncc1C(=O)O	-7%	1%
110	CCOc1ccc2cc(C3CC(c4ccco4)=NN3S(C)(=O)=O)c(Cl)nc2c1 (stereo not given)	u	-18%
111	COc1ccc(CC(=O)Nc2ccc(-c3nc4ccccc4s3)cc2Cl)cc1OC	-13%	-24%
112	COc1cccc(-c2nn3c(=O)cc(CN4CCN(C(=O)/C=C/c5ccccc5)CC4)nc3s2)c1	14%	336%[activator]
113	COc1ccc(CCNc2nc(SCc3ccccc3F)nc3ccccc23)cc1OC	-4%[57.5 µM]	-8%
114	Cn1cnc2c1c(=O)n(CCCSc1nnc(-c3ccccc3F)o1)c(=O)n2C	0%	1%
